# From PubChem
# bIAP act = increases bovine intestinal alkaline phosphatase activity. purified bovine IAP, CDP-star luminescence, 30 min; hits give high values; fold of DMSO-control signal, blank-subtracted. activation factor at 20 µM. 200,000 tested, 0.17% active;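 active = activation factor of 2 or more at 20 µM, a signal rise over negative controls twice the positive control's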
# bIAP inh = blocks bovine intestinal alkaline phosphatase activity; purified bovine IAP, CDP-star luminescence, 30 min; inhibition, % at 20 µM; 190,000 tested, under 10 active;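 active = over 50% inhibition of intestinal alkaline phosphatase at 20 µM in the single-dose screen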
#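 test system = bovine IAP enzyme | medium = DEA buffer 100 mM, pH 9.8, with MgCl2 1.0 mM, ZnCl2 0.02 mM | detection = luminescence | dosing = single compound dose of 20 µM, 2% DMSO final | incubation = 30 min reaction at room temperature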
# TNAP inh hiacc = inhibitors of human TNAP at high phosphate acceptor concentration | purified TNAP, CDP-star luminescence, 1 M DEA | AID 1135 | inhibition, % at 20 µM | 200,000 tested, 0.03% active | P05186;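 active = over 50% inhibition of tissue-nonspecific alkaline phosphatase at 20 µM in the single-dose screen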;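 also: plate controls were DMSO wells for no effect and EDTA-quenched wells as full inhibition for full effect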
# Target sequence (P05186 whole entry, looked up): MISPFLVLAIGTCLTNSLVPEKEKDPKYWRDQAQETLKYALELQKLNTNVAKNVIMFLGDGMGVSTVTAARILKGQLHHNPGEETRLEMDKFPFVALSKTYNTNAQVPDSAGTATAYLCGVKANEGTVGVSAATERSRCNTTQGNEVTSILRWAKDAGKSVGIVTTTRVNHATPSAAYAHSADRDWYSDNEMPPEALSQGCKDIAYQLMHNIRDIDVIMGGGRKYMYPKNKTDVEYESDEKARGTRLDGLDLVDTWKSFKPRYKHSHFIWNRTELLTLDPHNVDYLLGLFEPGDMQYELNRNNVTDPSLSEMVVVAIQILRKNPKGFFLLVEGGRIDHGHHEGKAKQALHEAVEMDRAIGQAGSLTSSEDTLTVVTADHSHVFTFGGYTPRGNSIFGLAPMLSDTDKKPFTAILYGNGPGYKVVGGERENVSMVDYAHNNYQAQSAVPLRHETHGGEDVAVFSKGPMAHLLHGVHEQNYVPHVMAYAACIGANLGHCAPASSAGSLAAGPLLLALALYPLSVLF
# FLuc inhib CS = Photinus pyralis luciferase inhibition counter-screen; P08659; ATPLite firefly luciferase biochemical luminescence, 10 min; inhibition, % at 10 µM; 200,000 tested, 1.5% active;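 active = inhibition above about 50% when tested at 10 µM, limit read from the data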
# Target sequence (P08659 whole entry, looked up): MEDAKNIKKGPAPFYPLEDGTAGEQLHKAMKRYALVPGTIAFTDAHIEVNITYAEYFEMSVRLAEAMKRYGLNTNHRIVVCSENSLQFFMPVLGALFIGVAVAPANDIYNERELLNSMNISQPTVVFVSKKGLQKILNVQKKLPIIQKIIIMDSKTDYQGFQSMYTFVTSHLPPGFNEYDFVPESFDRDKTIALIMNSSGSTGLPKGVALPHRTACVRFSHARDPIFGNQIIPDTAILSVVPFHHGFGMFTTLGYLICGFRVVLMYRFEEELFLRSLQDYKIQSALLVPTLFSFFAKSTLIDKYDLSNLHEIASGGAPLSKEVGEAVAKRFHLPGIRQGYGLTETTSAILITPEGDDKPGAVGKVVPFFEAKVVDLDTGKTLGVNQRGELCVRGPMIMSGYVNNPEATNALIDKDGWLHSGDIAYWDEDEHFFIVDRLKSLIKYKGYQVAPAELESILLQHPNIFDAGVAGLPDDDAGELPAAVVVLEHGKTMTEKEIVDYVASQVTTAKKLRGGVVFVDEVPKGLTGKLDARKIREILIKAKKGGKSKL
# TNAP inh noacc = TNAP (human) inhibition, acceptor-free conditions | 200,000 tested, 0.26% active | AID 1012 | inhibition, % at 20 µM | purified TNAP, CDP-star luminescence, 30 min | P05186;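 active = tissue-nonspecific alkaline phosphatase inhibition above about 50% at 20 µM in the single-dose screen, limit read from the data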;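 also: 0% = DMSO negative control and 100% = EDTA positive control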
# TNAP act hiacc = activators of human TNAP at high phosphate acceptor concentration | P05186 | purified TNAP, CDP-star luminescence, 1 M DEA, 30 min; hits give high values; 0 = EDTA background, 1 = DMSO-only activity | activation factor at 20 µM | 200,000 tested, under 10 active | AID 1136;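 active = activation factor at least 2 at 20 µM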
#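 Measured by: Luminescent substrate turnover signal | Test system: Human TNAP | Input: TNAP 1/800 final | Dosing: 20 µM single point | Schedule: 30 min, room temperature | Controls: EDTA wells as negative control, DMSO wells as positive control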
# RAM network inh = inhibitors of the yeast RAM network; 190,000 tested, 1.8% active; inhibition, % at 50 µM; S. cerevisiae dse1pr::URA3 reporter, 5-FOA growth OD615, 2 d; analog-sensitive cbk1-as2 kinase mutant strain;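 active = inhibition above a set limit, 3 SD over mean compound inhibition, cut at about 8.4% in these data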;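 also: 0% = DMSO-only wells with no growth and 100% = 10 µM 1-NA-PP1 full growth; inhibition rescues growth on 5-FOA so higher OD means more RAM inhibition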
# FLuc stim CS = affects firefly luciferase, flagging false hits in luciferase stimulation screens | activation factor at 10 µM | P08659 | 200,000 tested, under 10 active | ATPlite luciferase biochemical, luminescence, 10 min; 0 = ATP-free wells, 1 = DMSO control;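 active = luciferase activation factor, scaled between plate controls, of at least 2 with compound at 10 µM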
#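 Assay system – cell-free luciferase reagent · Medium – PBS-based ATP solution · Dosing – test compounds dosed from 2 mM stocks in 100% DMSO · Timing – 10 min, room temperature · Technique – light output (luminescence) · Measure – luminescence gain marking luciferase activators · Controls – No-ATP low control, compound-free enzyme-plus-ATP high control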
# APP transl inh = APP translation inhibition. SH-SY5Y APP 5'UTR-luciferase reporter, luminescence. inhibition, % at 2 µM. 190,000 tested, 0.82% active;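 active = inhibition above a set limit, derived from the sample mean plus 3 SD, cut at about 45% in these data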; also: values of inactives mirror those of a sister screen read the other way
# Lmaj promast = Leishmania major promastigote growth inhibition; Leishmania major promastigotes, resazurin fluorescence viability; inhibition, % at 10 µM; 200,000 tested, 9% active; AID 1063; in the data active = inhibition above about 50%;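 also: promastigotes grown with compound for 44 hours at 28 °C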
# * hit, by the source's call; · = no result given.
no.	SMILES	bIAP act	bIAP inh	TNAP inh hiacc	FLuc inhib CS	TNAP inh noacc	TNAP act hiacc	RAM network inh	FLuc stim CS	APP transl inh	Lmaj promast
1	COC(=O)c1ccccc1NC(=O)Cn1cnc2ccc(S(=O)(=O)N3CCC(C)CC3)cc2c1=O	0.9	9	6	-2	-2	0.9	2.7	1	-1	-6
2	COCCNC(=O)C(c1cccs1)N(Cc1ccccc1)C(=O)Cn1nnc2ccccc21 (stereo not given)	1.1	-8	-3	-10	-3	1	1.2	1.1	-10	-2
3	CCCOC(=O)c1c(N)sc(C(=O)OCC)c1C	0.9	9	-6	-2	-4	1.1	2.0	1	-6	-1
4	COc1ccc(S(=O)(=O)n2cnc3cc(C)c(C)cc32)cc1C	0.9	6	-1	-2	-3	1	1.2	1	-2	12
5	Cc1ccc(C)c(NC(=O)CSc2nc3[nH]ncc3c(=O)[nH]2)c1	0.9	13	-2	2	-11	1	3.7	1	-12	7
6	CCCc1cc(C(=O)NNC(=S)Nc2cccc(C)c2)cs1	1	-4	0	42	-101	1	3.6	0.6	-110	1
7	C/C(=N/NS(=O)(=O)c1ccc(C)cc1)c1ccc(NC(=O)C(F)(F)F)cc1	1	-2	-5	-9	-4	1.1	0.9	1.1	1	-4
8	CCOC(=O)c1sc2nc(N3CCOCC3)c3c(c2c1N)CCCC3	1	0	-4	-5	-9	1	5.4	1	-6	-3
9	CCOC(=O)c1c(C)cc(C)[nH]c1=O	1	-3	-4	-4	-4	1	2.7	1	-13	8
10	Cn1c(=O)oc2cc(S(=O)(=O)Nc3ccc4c(c3)OCO4)ccc21	0.9	6	-1	1	-9	1	3.5	1	5	66*
11	CCCOC(=O)c1ccc(OCC(O)CN2C(=O)NC(C)(C)C2=O)cc1 (stereo not given)	0.9	6	-7	-7	-15	1.1	-0.2	1.1	-6	-9
12	COc1ccc(-c2cc(C(F)(F)F)c(C#N)c(SCC(=O)O)n2)cc1	1	4	-4	0	-7	1	4.4	1	-17	-11
13	Cc1c(C(=O)Nc2ccc(N3CCOCC3)cc2)oc2ccccc12	1	4	4	46	-1	1	2.9	0.5	-68	0
14	O=C(CCc1ccc(S(=O)(=O)NC2CCCCC2)cc1)NCc1ccccc1	0.8	16	-8	-7	-16	1.1	-0.7	1.1	-4	44
15	Cc1ccc(NC(=O)Cn2cnc3c(oc4nc5c(cc43)COC(C)(C)C5)c2=O)cc1	1.1	-6	0	-2	-9	1	3.0	1	3	3
16	COc1ccc(NC(=O)C2CCCCN2CC(=O)OCc2ccccc2)cc1OC (stereo not given)	1.2	-22	-5	-4	-14	1.1	-1.3	1	-7	-1
17	N#Cc1ccc(N/N=C/c2ccccc2)c([N+](=O)[O-])c1	0.8	24	10	-1	24	0.9	2.8	1	32	-8
18	C=CCn1c(C)csc1=Nc1ccccc1C	1.1	-7	-2	-2	-6	1	1.1	1	6	11
19	COc1ccccc1NC(=O)C(=O)NCC1COc2ccccc2O1 (stereo not given)	1	5	-2	-6	5	1	-0.3	1.1	13	-6
20	COc1ccc(S(=O)(=O)N2CCC(C(=O)N3CCc4ccccc4C3)CC2)cc1Cl	1.1	-13	0	-1	-13	1	5.6	1	5	96*
21	COc1ccc(C(=O)NCCSc2ccc(C)cc2)cc1	0.7	33	-4	1	-10	1	1.6	1	-11	-2
22	CCOC(=O)N1CCN(Cc2nc3c(c(=O)n(C)c(=O)n3C)n2Cc2cc(C)ccc2C)CC1	1.1	-11	-1	-5	7	1	·	1	·	·
23	CCN(CC)c1ccc(NC(=O)c2cc3ccccc3o2)c(C)c1	0.9	14	2	-3	-3	1	-0.3	1	-8	2
24	Cc1ccc(NC(=O)Cn2cc3c(n2)CCC(C)C3)cc1 (stereo not given)	0.9	13	4	0	-5	1	2.0	1	12	-9
25	CCOC(=O)c1sc(NC(=O)CSc2nccc(C)n2)nc1C	1.1	-6	0	-2	-4	1	8.5*	1	-2	-4
26	Nc1ccccc1-c1nnc(SCc2ccccc2Cl)[nH]c1=O	0.8	21	-2	-3	-10	1	1.0	1	9	-4
27	O=C1CC(c2ccccc2)CC(O)=C1C=NCCN1CCOCC1 (stereo not given)	0.9	10	0	-7	-10	1	-1.9	1.1	-5	-7
28	Cc1ccccc1C(=O)NC(C(=O)Nc1nc2c(s1)CCCC2)C(C)C (stereo not given)	1	5	-4	2	-13	1	1.9	1	18	50*
29	c1ccc(-c2nnc(CSc3nnc(-c4ccncc4)n3Cc3ccco3)o2)cc1	1	0	-5	-5	-14	1.1	0.0	1.1	-13	-1
30	c1ccc(N/N=C2\CCCc3ccccc32)nc1	0.8	17	-1	2	-3	1	1.4	1	-4	18
31	O=C(NC1CCCCC1)OCCN1CCN(Cc2ccccc2)CCC1=O	0.9	6	0	-4	-3	1	1.3	1	-2	0
32	Cc1ccn2cc(-c3ccc(NC(=O)c4ccco4)cc3)nc2c1	0.9	9	-2	55*	-11	1	0.6	0.4	-139	68*
33	CCN1/C(=C\c2ccc3ccccc3[n+]2CC)Sc2cc(C)ccc21	0.5	49	28	0	24	0.7	-0.6	1	29	101*
34	Cc1ccc2c([N+](=O)[O-])c(C)ccc2n1	1	0	2	-6	-7	1	0.3	1.1	13	1
35	Cc1ccnc(NC(=O)CCC(=O)N(CC(=O)NC2CCCCC2)c2ccc3c(c2)OCO3)c1	1	-5	-3	0	-9	1	·	1	·	·
36	O=C(c1ccc(-n2cccc2)cc1)N1CCCCC1	1.1	-15	-4	10	-5	1	1.0	0.9	-7	-10
37	Nc1ccc2nc(C(F)(F)F)[nH]c2c1	0.9	8	-3	-8	-8	1	0.8	1.1	-6	-3
38	COC(=O)[C@H](Cc1ccccc1)NC(=O)O[C@@H]1C(=O)c2cc(OC)ccc2O[C@H]1c1ccc(OC)c(Br)c1	1	-3	0	1	-4	1	11*	1	8	17
39	O=C(CS(=O)(=O)c1c[nH]c2ccccc12)N1CCCCC1	0.9	5	-1	0	-8	1	0.2	1	2	-1
40	Clc1ccccc1-c1nn2c(Cn3cnc4ccccc43)nnc2s1	0.9	9	1	-2	-10	1	3.2	1	19	-2
41	CCOC(=O)C1=C(C)N(CC)C(=S)NC1c1ccccc1OC(F)F (stereo not given)	0.7	29	-4	-1	-12	1	1.8	1	12	8
42	O=C(c1cccs1)N1CCN(c2ccccc2)CC1	1.1	-7	3	-2	-3	1	0.8	1	-9	6
43	Cc1ccc(CN2C(=O)CNC2=S)cc1	1.1	-13	-2	-8	-4	1	4.2	1.1	4	-6
44	CC(=O)Nc1ccc(OCC(=O)NCc2ccc(C)cc2)cc1	1	-1	-2	-2	-1	1	2.0	1	-8	-6
45	Cc1oc(C(C)(C)C)cc1C(=O)Nc1cccc(/C=C\C(=O)O)c1	1	0	-6	24	-14	1.1	6.1	0.8	12	-3
46	CC(=O)c1ccc(OC2OCCOC2Oc2ccc(C(C)=O)cc2)cc1 (stereo not given)	0.7	33	-7	-7	-23	1.1	6.3	1.1	-28	-4
47	O=C(NN=C1CCC(c2ccccc2)CC1)c1ccccc1-n1cccc1 (stereo not given)	1.1	-5	-3	-4	-9	1	0.9	1	-2	-6
48	CC(=O)Oc1ccc(N2C(=O)CCC2=O)cc1	1	-2	-4	-3	-9	1	0.2	1	-10	-4
49	COc1ccc(CCNC(=O)CSc2n[nH]c(C)c2[N+](=O)[O-])cc1OC	1	3	3	0	3	1	1.4	1	0	-8
50	CC(C)(C)n1ncc(Oc2ccccc2[N+](=O)[O-])c(Cl)c1=O	0.5	·	-2	-1	-3	1	2.7	1	-8	-7

# Random excerpt: 3 entries already listed, in no set order.
no.	SMILES	bIAP act	bIAP inh	TNAP inh hiacc	FLuc inhib CS	TNAP inh noacc	TNAP act hiacc	RAM network inh	FLuc stim CS	APP transl inh	Lmaj promast
44	CC(=O)Nc1ccc(OCC(=O)NCc2ccc(C)cc2)cc1	1	-1	-2	-2	-1	1	2.0	1	-8	-6
46	CC(=O)c1ccc(OC2OCCOC2Oc2ccc(C(C)=O)cc2)cc1 (stereo not given)	0.7	33	-7	-7	-23	1.1	6.3	1.1	-28	-4
50	CC(C)(C)n1ncc(Oc2ccccc2[N+](=O)[O-])c(Cl)c1=O	0.5	·	-2	-1	-3	1	2.7	1	-8	-7

# Next structures.
no.	SMILES	bIAP act	bIAP inh	TNAP inh hiacc	FLuc inhib CS	TNAP inh noacc	TNAP act hiacc	RAM network inh	FLuc stim CS	APP transl inh	Lmaj promast
51	Nc1nnc(C2CCCC2)s1	0.9	9	-5	-2	-11	1	-0.1	1	0	-11
52	CCOC(=O)CN(Cc1ccccc1)S(=O)(=O)c1ccc(NC(C)=O)cc1	1.1	-7	-3	-4	-9	1	0.2	1	5	-3
53	COCCNC(=O)c1c[nH]c2ccc(S(=O)(=O)N3CCC4(CC3)OCCO4)cc2c1=O	0.9	5	-1	-6	-8	1	2.7	1.1	19	-6
54	O=C(Cc1cc(=O)[nH][nH]1)N/N=C/c1ccccc1[N+](=O)[O-]	0.8	18	-1	-4	-12	1	1.4	1	3	-6
55	O=C(COC(=O)C1CC(=O)N(C2CCCCC2)C1)c1ccc(F)cc1 (stereo not given)	1	5	1	-7	8	1	1.4	1.1	-31	-5
56	O=C(Nc1cccc2ncccc12)c1ccc(-c2ccc(Cl)cc2Cl)o1	0.9	8	-6	0	-10	1.1	1.5	1	-17	6
57	CC(C)c1ccc(-c2noc(C3CCCN(S(C)(=O)=O)C3)n2)cc1 (stereo not given)	1	2	4	4	-2	1	2.3	1	-10	-1
58	Cn1c(-c2cccs2)nc2ccccc21	0.8	16	-2	24	-9	1	-0.9	0.8	-48	10
59	Cc1cc(NC(=O)COC(=O)[C@H](C)NC(=O)c2ccccc2)no1	1	0	-2	-8	2	1	-0.4	1.1	2	0
60	O=C(Cn1c(=O)sc2ccccc21)Nc1ccc2c(c1)OCCO2	0.7	26	-9	-10	-5	1.1	2.0	1.1	-2	13
61	Cc1ccc(N(CC(=O)Nc2ccc(F)cc2)S(=O)(=O)N2CCCC2)cc1	0.9	14	-1	-2	-8	1	1.4	1	-16	14
62	O=C(COC(=O)c1cc(-c2ccco2)nc2ccccc12)NCc1ccccc1	0.9	12	-1	-2	-15	1	8.1	1	13	4
63	Cc1ccc(N/N=C/c2cccnc2)cc1	1.1	-10	5	10	-4	1	-0.4	0.9	-45	76*
64	CCc1c(C)nc(SCc2ccccn2)[nH]c1=O	1	2	-2	-5	-8	1	0.5	1.1	-16	-9
65	Cc1ccc(NC(=O)c2c3c(nc4ccccc24)CCC3)cc1	1	-2	-1	1	25	1	2.1	1	10	-1
66	Cc1oc(-c2cccs2)nc1CN1CCC(c2ccccc2)CC1	0.9	6	-5	-3	-13	1	0.4	1	0	27
67	Cc1cc(=O)[nH]c(/N=C(\N)Nc2ccc(SC(F)F)cc2)n1	1.1	-10	2	0	-28	1	1.2	1	10	-8
68	Cc1cc(Nc2ccc(Cl)cc2)n2nnnc2n1	0.8	19	-1	-1	-9	1	0.3	1	0	6
69	O=C(NC(=S)Nc1nc(-c2cccc([N+](=O)[O-])c2)cs1)c1ccccc1Cl	0.7	26	-1	-7	-8	1	2.3	1.1	-17	7
